# Rin1-Abl PPI inh – inhibitors of human Rin1-Abl protein interaction; TR-FRET Rin1/Abl binding, biochemical; inhibition, % at 7.35 µM; hit rate 0.4% among 360,000; in the data active = inhibition above about 5%, passing the limit was not always enough
# CSN deneddyl inh – inhibitors of human CSN-mediated cullin deneddylation; AID 651999; Q92905; inhibition, % at 12.5 µM; Purified CSN, SCF-Nedd8-OG deneddylation, fluorescence polarization; hit rate 0.38% among 360,000;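 active = pattern-corrected inhibition above about 35%, with an unprinted fluorescence ratio check between 0.5 and 1.5, limit read from the data, passing the limit was not always enough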;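 note: 0% = enzyme with substrate and 100% = substrate without enzyme; some results filed as inactive read as strong as hits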
#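 Test system: Human Csn5 produced in HEK293T cells | Compound: 12.5 µM single point | Times: 90 min, room temperature | Signal: Fluorescence polarization readout | Read-out basis: % inhibition of substrate cleavage by Csn5 | Controls: no-enzyme wells high, enzyme-with-substrate wells low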
# DNMT1 block – blocks human DNA methyltransferase DNMT1; AID 588458; DNMT1 molecular beacon, Hinp1I cleavage, fluorescence; hit rate 0.83% among 360,000; inhibition (reported as % activation of signal), % at 10 µM; P26358; in the data active = inhibition above about 50%
# Rpn11 block – blocks the human proteasome subunit Rpn11; human 26S proteasome, Ub4-pepOG fluorescence polarization; 20S core pre-blocked with epoxomicin; hit rate 0.59% among 360,000; AID 588493; O00487; calls only at 20 µM;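 active = inhibition at 20 µM, scaled to each plate's controls, above about 33%, limit read from the data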
# NadD block – inhibitors of Staphylococcus aureus NadD; hit rate 0.78% among 360,000; inhibition, % at 20 µM; purified NadD enzyme, colorimetric absorbance read-out; in the data active = inhibition above about 26%; note: some compounds past the cut are filed as inactive
# LMPTP inh – blocks human LMPTP phosphatase. P24666. recombinant LMPTP-A, OMFP fluorogenic substrate, fluorescence intensity. inhibition, % at 20 µM. hit rate 0.22% among 360,000;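 active = compounds that cut the enzyme signal by at least half of the control window in the single-dose screen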;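 note: plate controls were DMSO wells with enzyme plus substrate for no effect and substrate without enzyme for full effect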
# Target sequence (P24666 whole entry, looked up): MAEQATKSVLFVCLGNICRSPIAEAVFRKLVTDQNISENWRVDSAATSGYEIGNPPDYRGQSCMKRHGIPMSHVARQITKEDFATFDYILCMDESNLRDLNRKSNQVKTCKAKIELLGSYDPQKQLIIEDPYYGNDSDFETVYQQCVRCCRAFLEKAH
#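 material = LMPTP-A | quantity = 0.625 nM enzyme | reagent = OMFP substrate, 400 µM final | buffer or medium = Bis-Tris pH 6.0, DTT, detergent | detection = endpoint fluorescence intensity from OMFP dephosphorylation | dosing = single 20 µM dose | read-out basis = % inhibition relative to no-enzyme and uninhibited control wells | control set = no-enzyme and uninhibited controls | timing = 50 min at room temperature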
# Scp1 inh – blocks human Scp-1 phosphatase activity; Q9GZU7; Recombinant Scp1, phosphopeptide, malachite green phosphate absorbance; inhibition, % at 20 µM; hit rate 0.88% among 340,000;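 active = inhibition above about 50% at 20 µM, limit read from the data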;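 note: plate controls were DMSO wells with enzyme for no effect and wells lacking enzyme for full effect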
# Target sequence (Q9GZU7 76-261 limits assumed): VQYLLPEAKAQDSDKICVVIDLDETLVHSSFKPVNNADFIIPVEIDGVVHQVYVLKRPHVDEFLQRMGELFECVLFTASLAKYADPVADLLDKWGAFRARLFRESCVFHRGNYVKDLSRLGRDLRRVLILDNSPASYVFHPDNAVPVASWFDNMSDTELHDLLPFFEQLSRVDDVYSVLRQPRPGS
#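 Times: enzyme reaction 45 min at room temperature, colour 5 min, stabilisation 30 min. Material: SCP-1 catalytic fragment, aa 76-261. Medium: Acidic Tris acetate buffer with magnesium and detergent. Signal: colorimetric free-phosphate detection, absorbance 630 nm. Read-out basis: % inhibition of SCP-1 phosphate liberation. Reagent: Phosphorylated 17-residue peptide substrate.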
# STEP block – STEP (human) phosphatase inhibition | P54829 | recombinant STEP, OMFP fluorogenic substrate, fluorescence | inhibition, % at 20 µM | hit rate 0.25% among 360,000;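 active = inhibition at 20 µM, scaled per plate between control wells, above about 37%, limit read from the data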;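 note: 0% = DMSO with enzyme and substrate and 100% = substrate only without enzyme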
# Target sequence (P54829 whole entry, looked up): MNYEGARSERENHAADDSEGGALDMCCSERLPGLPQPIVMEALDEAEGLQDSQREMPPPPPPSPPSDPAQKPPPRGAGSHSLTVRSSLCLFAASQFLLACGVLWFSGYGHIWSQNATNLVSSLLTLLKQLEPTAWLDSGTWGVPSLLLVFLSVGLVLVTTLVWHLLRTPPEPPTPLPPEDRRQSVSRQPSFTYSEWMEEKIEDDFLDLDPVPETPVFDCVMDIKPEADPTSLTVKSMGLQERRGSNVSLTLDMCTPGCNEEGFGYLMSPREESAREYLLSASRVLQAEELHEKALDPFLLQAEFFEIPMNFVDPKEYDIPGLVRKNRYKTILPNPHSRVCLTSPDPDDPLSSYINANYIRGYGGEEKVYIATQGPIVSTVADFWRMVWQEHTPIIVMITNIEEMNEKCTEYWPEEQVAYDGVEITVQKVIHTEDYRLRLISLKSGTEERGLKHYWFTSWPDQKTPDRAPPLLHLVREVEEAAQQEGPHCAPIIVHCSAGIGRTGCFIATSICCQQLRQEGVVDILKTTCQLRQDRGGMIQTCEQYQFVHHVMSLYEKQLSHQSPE
#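 Material: STEP (striatal-enriched tyrosine phosphatase) enzyme, cell-free; Compound dosing: 20 µM single dose in 1% DMSO; Technique: fluorescence read at 480 nm ex / 540 nm em; Times: reaction 20 min, ambient temperature; Medium: 50 mM Bis-Tris pH 6.0 with 2.5 mM DTT and 0.005% Tween 20; Also added: OMFP at 25 µM.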
# Neddylation inh – cullin neddylation inhibition; TR-FRET cullin neddylation, biochemical; calls only at 25 µM; hit rate 0.58% among 360,000; P61081+Q13564; AID 651699; in the data active = inhibition above about 36%
# SUMO1-SIM PPI – alters human SUMO1 binding to SIM partners; P63165; SUMO1 binding to a labelled peptide, TR-FRET, 1 h; inhibition, % at 20 µM; hit rate 0.33% among 360,000; in the data active = inhibition above about 37%
# An asterisk follows results filed as active; i = inactive; nt = not tested or not shown. No enrichment for hits; about 3.8% have a hit in one of these screens.
SMILES,Rin1-Abl PPI inh,CSN deneddyl inh,DNMT1 block,Rpn11 block,NadD block,LMPTP inh,Scp1 inh,STEP block,Neddylation inh,SUMO1-SIM PPI
COc1cccc2sc(N3CCN(C(=O)c4ccco4)CC3)nc12,-1,-4,2,i,3,-0.7,-1,2,i,-1
CNC(=S)N/N=C/c1cc(C)ccc1C,2,7,2,i,-4,0.2,-6,-2,i,-3
CCNc1nc(NCC)nc(SCCOC(=O)c2ccccc2)n1,2,-6,1,i,-5,0.0,-5,0,i,1
COc1ccc(-c2c(C)oc3c(CN4CCCCC4C)c(O)ccc3c2=O)cc1 (stereo not drawn),3,-1,-4,i,4,-0.5,-6,0,nt,-3
COc1ccccc1N1CCN(C(=O)c2cc(-c3ccccc3)on2)CC1,2,3,2,i,4,2.8,-4,0,i,21
O=C(c1ccc(COc2ccc(Cl)cc2)o1)N1N=C(C(F)F)CC1(O)C(F)F (stereo not drawn),-1,-11,-7,i,-9,2.3,-7,0,i,4
CCOc1ccc(C2C(C(=O)Nc3ccccc3)=C(C)N=c3s/c(=C/c4cccc(OCC(=O)O)c4)c(=O)n32)cc1 (stereo not drawn),1,4,-2,i,33*,-0.6,13,2,i,20
Nc1cc(N)nc(SCc2cccnc2)n1,4,-6,1,i,-5,-0.5,-8,2,i,6
CC(=O)c1ccc(NCC2COc3ccccc3O2)c([N+](=O)[O-])c1 (stereo not drawn),0,-7,-2,i,-6,1.2,1,0,i,-20
CCOC(=O)C1(CC2CC2)CCN(Cc2cnc(N(C)C)s2)CC1,-3,-3,0,i,-1,0.3,-9,-3,i,0
CC(C)(C)C(=O)N1CCC2CC1c1cc(-c3ccc4c(c3)OCO4)ccc12 (stereo not drawn),5,-3,4,i,-9,0.1,nt,1,i,11
O=C(Nc1cccnc1N1CCOCC1)c1cccs1,1,3,2,i,-1,-0.9,-11,-1,i,0
CCOc1ccc(-c2[nH]ncc2Oc2ccccc2OCC)c(O)c1,0,-5,-6,i,-1,3.0,4,1,i,3
COc1cccc(OC)c1C(=O)NC(=S)N1CCN(c2ccc(C(F)(F)F)cc2[N+](=O)[O-])CC1,1,-1,-3,i,2,1.4,-11,4,i,-13
Cc1cccc(-n2c(CNC(=O)Cc3ccccc3)n[nH]c2=S)c1,3,-2,-1,i,1,-0.3,-4,2,i,-4

# The final 2 records of the part above are carried over, then new ones follow.
SMILES,Rin1-Abl PPI inh,CSN deneddyl inh,DNMT1 block,Rpn11 block,NadD block,LMPTP inh,Scp1 inh,STEP block,Neddylation inh,SUMO1-SIM PPI
COc1cccc(OC)c1C(=O)NC(=S)N1CCN(c2ccc(C(F)(F)F)cc2[N+](=O)[O-])CC1,1,-1,-3,i,2,1.4,-11,4,i,-13
Cc1cccc(-n2c(CNC(=O)Cc3ccccc3)n[nH]c2=S)c1,3,-2,-1,i,1,-0.3,-4,2,i,-4
C#CCOCCOCCOCCNc1nc(N2CCN(C(=O)[C@H](CCCCN)n3cc(CCCC)nn3)CC2)nc(N2CCN(C(=O)[C@H](CCCCN)n3cc(CCCC)nn3)CC2)n1,8,102,-3,i,-1,-8.1,12,-4,i,-70
CN(Cc1ccc(F)cc1)S(=O)(=O)c1nnc(NC(=O)c2ccccc2Br)s1,1,-6,-4,i,-3,1.4,-5,-1,i,5
CNc1ccc(C(O)(C(F)(F)F)C(F)(F)F)cc1C(O)(C(F)(F)F)C(F)(F)F,4,-2,2,i,-1,3.2,-6,-7,i,2
O=C(O)CN1C(=O)C(=O)N(Cc2ccccc2F)C1=O,3,1,4,i,-3,-1.9,-15,-2,i,-1
Cc1ccc2c(C)c(C(=O)NCc3ccc(S(N)(=O)=O)cc3)oc2c1,4,-7,-2,i,5,-0.3,-1,-1,i,2
Cc1cc(C)nc(N2CCCC(C(=O)NCCc3ccc(F)cc3)C2)n1 (stereo not drawn),2,-1,2,i,-5,0.1,0,-3,i,-2
CCOC(=O)C(C)Sc1nnc(Cc2cc(=O)[nH]c(=O)[nH]2)n1-c1cccc(OC)c1 (stereo not drawn),3,-4,4,i,-3,-1.1,9,-3,i,-1
NC(=O)CSc1nnc(-c2cc3ccccc3o2)n1Cc1ccccc1,-2,0,4,i,4,-1.1,-4,-2,i,15
Oc1ccc(C(=S)N2CCCCC2)cc1,-4,-4,0,i,0,-0.4,0,-1,i,1
Cn1ncc2c(=O)n(CC(=O)NC34CC5CC(CC(C5)C3)C4)cnc21,-1,-1,1,i,2,-1.4,2,-3,i,-2
Cc1cccc(NCC(=O)N/N=C\c2cccn2C)c1,-1,7,1,i,2,-1.7,-6,-2,i,5
O=C1CC[C@@H](O)CCN1CC[C@H](Sc1ccccc1)c1ccccc1,1,-1,-1,i,-6,-0.3,-7,2,i,1
Cc1ccc(OCc2nnc(NC(=O)c3ccco3)s2)c(C)c1,4,8,19,i,7,-0.5,9,4,i,2
O=C(NCCNC(=O)c1ccccc1Cl)c1ccco1,2,-1,1,i,-5,0.0,-10,21,i,4
COc1ccc(NC(=O)CCNC(=O)Cn2cnc3ccccc3c2=O)c(OC)c1,-2,2,2,i,-6,-0.5,6,0,i,0

# The closing 6 compounds of the section above are carried over, then new ones follow.
SMILES,Rin1-Abl PPI inh,CSN deneddyl inh,DNMT1 block,Rpn11 block,NadD block,LMPTP inh,Scp1 inh,STEP block,Neddylation inh,SUMO1-SIM PPI
Cn1ncc2c(=O)n(CC(=O)NC34CC5CC(CC(C5)C3)C4)cnc21,-1,-1,1,i,2,-1.4,2,-3,i,-2
Cc1cccc(NCC(=O)N/N=C\c2cccn2C)c1,-1,7,1,i,2,-1.7,-6,-2,i,5
O=C1CC[C@@H](O)CCN1CC[C@H](Sc1ccccc1)c1ccccc1,1,-1,-1,i,-6,-0.3,-7,2,i,1
Cc1ccc(OCc2nnc(NC(=O)c3ccco3)s2)c(C)c1,4,8,19,i,7,-0.5,9,4,i,2
O=C(NCCNC(=O)c1ccccc1Cl)c1ccco1,2,-1,1,i,-5,0.0,-10,21,i,4
COc1ccc(NC(=O)CCNC(=O)Cn2cnc3ccccc3c2=O)c(OC)c1,-2,2,2,i,-6,-0.5,6,0,i,0
O=C(O)Cc1sc(N/N=C\c2ccncc2)nc1-c1ccccc1,-3,34,-2,nt,4,3.2,4,6,i,-27
NCCCC[C@H]1CNC(=S)N1CCc1cc(C(F)(F)F)cc(C(F)(F)F)c1,3,-3,6,i,-13,-6.4,6,-3,i,-20
CC(=O)c1c(C)[nH]c(C(=O)Nc2nc(C)cs2)c1C,-3,-1,2,i,2,0.0,-14,-1,i,-7
COc1cc(C(=O)Nc2cc(C(F)(F)F)ccc2Cl)cc(OC)c1OC,3,-2,0,i,-19,1.3,-4,-1,i,-1
CC(=O)Nc1ccc(S(=O)(=O)N(C)S(=O)(=O)c2ccc(F)cc2)cc1,4,-3,12,i,1,-0.5,-5,1,i,-1
N/C(=N\OC(=O)c1ccncc1)c1cccc([N+](=O)[O-])c1,-1,1,0,i,-2,-1.0,3,-4,i,-25
COc1ccc(Cl)cc1NC(=O)CSc1ncnc2c1oc1ccccc12,-14,4,32,i,2,4.9,-11,2,i,2
CCOc1ccccc1Nc1nnc(SCC(=O)Nc2cc(C)on2)s1,-5,-1,1,i,-3,0.4,-4,-4,i,0
CCOc1ccc(S(=O)(=O)NCCCN2CCOCC2)c2ccccc12,0,0,-1,i,-3,-2.6,-5,-1,i,-4
CC(=O)c1cnc2nc(C)nn2c1C,-1,0,1,i,2,-0.2,-8,11,i,0
CN(C)CCNC(=O)Cc1ccc([N+](=O)[O-])cc1,1,-19,2,i,5,-9.5,-4,-3,i,-5
CCc1ccccc1Nc1nn2c(=O)c3ccc(C(=O)NCc4ccccn4)cc3nc2s1,-5,20,-5,i,14,1.4,-14,0,i,39*
CCCCn1c(=O)c2ccccc2n2c(=S)[nH]nc12,0,4,2,i,1,-2.6,-7,2,i,17
COc1ccc(C(=O)N/N=C/c2ccc3cccc(OCc4ccccc4)c3n2)cc1,-1,-1,-18,i,23,7.8,3,4,nt,-10
O=C(c1cc([N+](=O)[O-])ccc1Cl)N1CCN(c2ccc([N+](=O)[O-])cc2)CC1,-2,3,-1,i,-10,-1.6,-14,0,i,-22
N=c1c2c(n(Cc3ccc([N+](=O)[O-])cc3)c3c1CCC3)CCCC2,0,5,-4,i,-3,3.3,-4,-3,i,-13
O=C(COC(=O)c1ccccc1C(=O)c1ccc(Cl)cc1)NC(c1ccccc1)c1ccccc1,5,4,-4,i,1,4.7,7,-3,i,21
CN1CCN(S(=O)(=O)c2ccc(Oc3ccc(Br)cc3F)nc2)CC1,0,2,0,i,-8,-1.0,-3,1,i,4
CCNC(=O)N1CCN(CCCC(c2ccc(F)cc2)c2ccc(F)cc2)CC1,-1,1,-3,i,-3,-0.3,-6,-7,i,3
CC(=O)c1ccc([C@H]2C[C@@]34CN(C(=O)OC(C)(C)C)S(=O)(=O)[C@H]3C[C@H]2O4)cc1,6,-1,2,i,1,-1.0,2,-2,i,-22

# Compound activity (PubChem)
